ELG1 repair inh = blocks ELG1-dependent DNA repair in HEK293T cells. AID 504467. Potency, µM (series often up to 46.1 µM), for inactives: at the top dose activity change, negative = inhibition, most hits filed as inhibitors. actives 2.3% (n = 330,000). HEK293T ELG1-luciferase reporter, luminescence, 16 h; DNA damage induced by 5-fluorouridine; also: potency is read from the fitted curve at half-maximal effect; % is scaled to controls: 0 for no effect and ±100 for the full control effect; nearly all actives have a fitted effect of over 55% in size
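Reporter activity after DNA damage by 5-fluorouridine is monitored. Compound-treated cells incubate 16 hr at 37 °C, then ONE-Glo is added for 30 min before luminescence reading.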
Menin MLL FP TR = menin-MLL binding inhibition, Texas Red mutant peptide; O00255; Menin + Texas Red MLL mutant peptide, fluorescence polarization; Potency, µM (top dose mostly 61.6 µM), inactives show at the highest dose FP activity change, negative = inhibition, actives largely listed as inhibitors; actives 0.23% (n = 270,000); AID 1768; active = well fitted inhibition curve with a large enough effect in the polarisation, with a control signal flat, not every such curve was filed as active; inconclusive = small, poorly fitted or top-dose-only effect, or effect the other way, or a change in a side signal; inactive = no such curve, though single readings can be large or run the other way; the % refers to the polarisation; also: potency is read from the fitted curve at half-maximal effect; % of control where 0% means no effect; many of its hits are not listed in these tables
Target sequence (O00255 whole entry, looked up): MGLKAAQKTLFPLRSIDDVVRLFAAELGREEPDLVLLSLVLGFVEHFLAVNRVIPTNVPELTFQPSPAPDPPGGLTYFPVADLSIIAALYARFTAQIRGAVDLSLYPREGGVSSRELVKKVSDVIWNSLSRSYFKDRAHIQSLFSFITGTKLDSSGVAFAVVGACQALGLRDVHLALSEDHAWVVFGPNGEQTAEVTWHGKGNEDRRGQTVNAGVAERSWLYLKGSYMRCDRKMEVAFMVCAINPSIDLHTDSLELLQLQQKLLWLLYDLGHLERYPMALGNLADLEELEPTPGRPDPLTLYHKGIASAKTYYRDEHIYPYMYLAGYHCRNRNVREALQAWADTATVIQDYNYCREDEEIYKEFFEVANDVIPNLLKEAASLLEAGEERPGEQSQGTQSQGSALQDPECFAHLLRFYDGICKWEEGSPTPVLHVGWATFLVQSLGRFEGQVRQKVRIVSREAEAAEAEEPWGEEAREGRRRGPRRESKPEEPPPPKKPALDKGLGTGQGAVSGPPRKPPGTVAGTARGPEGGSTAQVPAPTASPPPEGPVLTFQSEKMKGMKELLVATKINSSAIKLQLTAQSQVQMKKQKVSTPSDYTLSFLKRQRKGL
Rab9 promoter act = Rab9 promoter activation; Huh7 Rab9 promoter-luciferase reporter, luminescence, 24 h; Potency, µM (highest dose often 9.22 µM), for inactives: at the top dose activation, negative = inhibition, most hits filed as activators; actives 2.8% (n = 320,000); AID 485297; also: potency is read from the fitted curve at half-maximal effect; % of control where 0% means no effect; nearly all actives have a fitted effect of over 60% in size
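Huh7 cells stably carrying Rab9 promoter–luciferase reporter, plated 1500 cells/well, compound added after 2 h and incubated 24 h at 37 °C; luciferase luminescence then read after 10 min with detection reagent.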
RORg inh = inhibitors of mouse ROR gamma transcriptional activity; actives 5.4% (n = 310,000); Potency, µM (doses to about 53.6 µM), for inactives: at the top dose activity change, negative = inhibition, most hits filed as inhibitors; P51450; Drosophila S2 Gal4-RORgamma UAS-luciferase reporter, 20 h; AID 2551; also: potency is read from the fitted curve at half-maximal effect; % is scaled to controls: 0 for no effect and ±100 for the full control effect; nearly all actives have a fitted effect of over 60% in size
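Stable Schneider cell line, Gal4 DNA-binding domain fused to ROR gamma, UAS-luciferase. Cmpd 1 hr RT → CuSO4 700 uM final → 20 hr RT → luciferase reagent 10 min → luminescence.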
Mito fusion act = mitochondrial division inhibition or fusion activation; S. cerevisiae fusion-defective mutant growth rescue, CellTiterGlo 48 h; Potency, µM (highest dose often 46.1 µM), for inactives: top-dose growth rescue (activation), hits mostly activators; actives 0.23% (n = 320,000);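 also: potency is read from the fitted curve at half-maximal effect; % of control where 0% means no effect; nearly all actives have a fitted effect of over 45% in size; temperature-sensitive fusion mutants such as fzo1-1 at 37 °C on non-fermentable ethanol glycerol medium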
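Growth-rescue viability read-out: after 48 h at the non-permissive 37C in glycerol/ethanol YPEG, yeast mitochondrial fusion mutants are measured by CellTiterGlo luminescence; compounds (23 nl pinned per well) restoring growth score as division inhibitors or fusion activators.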
MBNL1 CUG block = blocks human MBNL1 binding to CUG repeat RNA. Q9NR56. TR-FRET MBNL1-His/biotin-(CUG)12 binding, 665/545 ratio. Potency, µM (top dose mostly 57.5 µM), without a hit: at the highest dose activity change, negative = inhibition, hits mostly inhibitors. actives 0.036% (n = 280,000); active = well fitted inhibition curve with a large enough effect in the signal ratio, with a control signal flat, not every such curve was filed as active; inconclusive = small, poorly fitted or top-dose-only effect, or effect the other way, or a change in a side signal; inactive = no such curve, though single readings can be large or run the other way; the % refers to the signal ratio; also: potency is read from the fitted curve at half-maximal effect; % is scaled to controls: 0 for no effect and ±100 for the full control effect
Target sequence (Q9NR56 whole entry, looked up): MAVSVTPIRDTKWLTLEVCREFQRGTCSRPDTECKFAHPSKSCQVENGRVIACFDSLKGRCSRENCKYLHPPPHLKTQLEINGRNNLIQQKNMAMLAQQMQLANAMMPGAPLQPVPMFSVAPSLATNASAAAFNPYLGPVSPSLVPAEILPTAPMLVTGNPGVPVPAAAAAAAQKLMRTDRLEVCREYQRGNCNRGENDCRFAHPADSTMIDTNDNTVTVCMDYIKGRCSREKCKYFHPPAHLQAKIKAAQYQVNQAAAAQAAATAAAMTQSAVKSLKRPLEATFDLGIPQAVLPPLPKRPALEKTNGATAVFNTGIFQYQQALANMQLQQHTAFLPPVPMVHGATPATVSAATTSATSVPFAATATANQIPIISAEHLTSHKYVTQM
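MBNL1-His + Biotin-(CUG)12, cpd titration 92 nM–58 uM; Tb anti-His Ab 0.055 ng/ul, SA-XL665 5 nM (final); 60 min RT; ratiometric 665/545 nm, Ex 340 nm; normalized to buffer and full-complex controls.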
FLuc modulator = firefly luciferase modulation, counter-screen for miR-21 project. P08659. purified FLuc, Km substrates, luminescence inhibition. Potency, µM (top dose mostly 57.5 µM), inactives show at the top dose activity change, negative = inhibition, usual class: inhibitors. actives 6.9% (n = 360,000). AID 588342;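 also: potency is read from the fitted curve at half-maximal effect; plate controls were vehicle for no effect and reference inhibitor for full effect; nearly all actives have a fitted effect of over 55% in size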
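Purified P. pyralis luciferase (10nM final) with 10uM D-luciferin and 10uM ATP (Km levels) in 50mM Tris acetate pH 7.5, 10mM Mg acetate, 0.01% Tween-20, 0.05% BSA; qHTS 6-point titration, ~60 µM downward; luminescence read.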
NPC1 prom act = activators of NPC1 promoter. Huh7 NPC1 promoter luciferase reporter, 24 h. Potency, µM (doses to about 9.22 µM), for the others: at the top dose activation, most hits filed as activators. actives 2.4% (n = 320,000). AID 485313;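 also: potency is read from the fitted curve at half-maximal effect; % of control where 0% means no effect; nearly all actives have a fitted effect of over 60% in size; reporter is driven by a mutant NPC1 promoter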
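Stably transfected Huh7 (NPC1 promoter→luciferase), 1500 cells/well in Opti-MEM + 10% FBS, 2 h settle, then compound 24 h at 37 °C. Luminescence after 10 min with Amplite reagent.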
Gal4-VP16 FLuc = counter-screen for ROR gamma inhibitors: Gal4-VP16 reporter. Drosophila S2 Gal4-VP16 UAS-luciferase, luminescence, 20 h. Potency, µM (top dose mostly 53.6 µM), for the others: at the top dose activity, negative = inhibition, hits mostly inhibitors. actives 3.5% (n = 310,000). AID 2546;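 also: Gal4-VP16 expression switched on by copper sulfate through the metallothionein promoter; potency is read from the fitted curve at half-maximal effect; % is scaled to controls: 0 for no effect and ±100 for the full control effect; nearly all actives have a fitted effect of over 50% in size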
PKM2 activator = activators of human pyruvate kinase M2 | P14618 | purified PKM2, Kinase-Glo ATP luminescence, activation; response scale: 0% is enzyme alone, no compound | Potency, µM (doses to about 57.5 µM), for the others: at the top dose activation, most hits filed as activators | actives 0.34% (n = 260,000) | AID 1631; also: potency is read from the fitted curve at half-maximal effect; % is scaled to controls: 0 for no effect and ±100 for the full control effect; nearly all actives have a fitted effect of over 55% in size
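Purified hPK-M2 (>95%) run at intermediate activity with 0.1 mM ADP and 0.5 mM PEP in 50 mM imidazole pH 7.2, KCl, MgCl2; 1 h room temperature. ATP formed read by Kinase-Glo luminescence; normalized to uninhibited and no-enzyme controls.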
KCNH2 3.1 block = KCNH2 3.1 (human) potassium channel inhibition; actives 0.95% (n = 340,000); activity change, % (tested at about 1.8 µM); U2OS KCNH2 3.1, thallium flux FluxOr; active compounds read low;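 active = maximum activity change below -70%; inconclusive = maximum activity change from -70% to -50%; inactive = maximum activity change above -50%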;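 also: thallium influx rate constant from kinetic fluorescence after stimulation buffer; % is scaled to controls: 0 for no effect and ±100 for the full control effect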
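Channel expression came from 3.1 mutant virus (1.77 x 10^8 /mL) applied to suspended U2OS cells for 4 h. Flux was tracked with FluxOr dye plus Red40 quencher, and kinetic rate constants normalized to controls.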
Numbers without * were called inactive; [ ] = dose if it differs, or a comment. Unless noted, calls follow the shape of the dose curve; as a rule, active = well fitted curve in the direction sought with a large enough effect; inconclusive = small, poorly fitted or top-dose-only effect, or another doubt; inactive = no such curve, though single readings can be large; an effect the other way counts as inactive or inconclusive.

`COc1ccc(CCNc2ccc(C(CC(N)=O)NC(=O)c3ccccc3)cc2[N+](=O)[O-])cc1` (stereo unspecified) gave ELG1 repair inh 3%, Rab9 promoter act -2%, RORg inh 20%, Mito fusion act -2%, MBNL1 CUG block 0%, FLuc modulator 0%, NPC1 prom act -2%, Gal4-VP16 FLuc 8%, PKM2 activator 3% and KCNH2 3.1 block -2.
Screening COc1ccc(C(=O)NCc2ccc(N3CCN(C(=O)OC(C)(C)C)CC3)cc2)cc1 returned ELG1 repair inh inconclusive, Menin MLL FP TR 0%, Rab9 promoter act 0%, RORg inh 43%, Mito fusion act 1%, MBNL1 CUG block 6%, FLuc modulator -3%, NPC1 prom act 0%, Gal4-VP16 FLuc 5%, PKM2 activator 2% and KCNH2 3.1 block 11.
Cc1cccc(C)c1NC(=O)CCc1nnc2ccc(N3CCCC3)nn12 was read as ELG1 repair inh -10%, Rab9 promoter act -2%, RORg inh -6%, Mito fusion act -2%, MBNL1 CUG block 8%, FLuc modulator 3%, NPC1 prom act 0%, Gal4-VP16 FLuc -2% and KCNH2 3.1 block 7.
Screening COC(=O)c1ccccc1NC(=S)N(Cc1ccc2c(c1)OCO2)Cc1cc2cccc(C)c2[nH]c1=O returned ELG1 repair inh 12µM*, Menin MLL FP TR -26%, Rab9 promoter act -4%, RORg inh 9%, Mito fusion act 6%, MBNL1 CUG block 10%, FLuc modulator -1%, NPC1 prom act -3%, Gal4-VP16 FLuc -11%, PKM2 activator 3% and KCNH2 3.1 block -3.
OC(COc1ccc(OCc2ccccc2)cc1)CN1CCCCC1 (stereo unspecified) was read as ELG1 repair inh inconclusive, Menin MLL FP TR -11%, Rab9 promoter act inconclusive, RORg inh 28%, Mito fusion act 1%, MBNL1 CUG block -10%, FLuc modulator inconclusive, NPC1 prom act 30%, Gal4-VP16 FLuc 8%, PKM2 activator 4% and KCNH2 3.1 block inconclusive.
Screening CCN(CC)CCCNC(=O)c1cc2c(-c3ccc(Cl)cc3)nn(C)c2s1 returned ELG1 repair inh 25%, Menin MLL FP TR -19%, Rab9 promoter act 7%, RORg inh inconclusive, Mito fusion act 0%, MBNL1 CUG block inconclusive, FLuc modulator 0%, NPC1 prom act 9%, Gal4-VP16 FLuc inconclusive, PKM2 activator 3% and KCNH2 3.1 block -5.
Screening CCn1c(SCC(=O)O)nnc1-c1ccc(S(=O)(=O)N2CCCC2)cc1 returned ELG1 repair inh 17%, Menin MLL FP TR -5%, Rab9 promoter act -4%, RORg inh 13%, Mito fusion act -3%, MBNL1 CUG block 6%, FLuc modulator 0%, NPC1 prom act -4%, Gal4-VP16 FLuc 1% and KCNH2 3.1 block 2.
For Cc1noc(NS(=O)(=O)c2ccc(NC(=O)CSc3nnc(-c4ccccc4)n3C3CCCCC3)cc2)c1C the results were ELG1 repair inh 0%, Rab9 promoter act 1%, RORg inh -3%, Mito fusion act -5%, MBNL1 CUG block -3%, FLuc modulator 4%, NPC1 prom act -4%, Gal4-VP16 FLuc -12%, PKM2 activator -6% and KCNH2 3.1 block -4.
Screening CCC1SC2=NC(C)=C(C(=O)OCC(C)C)C(/C=C/c3ccccc3OC)N2C1=O (stereo unspecified) returned ELG1 repair inh inconclusive, Menin MLL FP TR -3%, Rab9 promoter act 0%, RORg inh 0%, Mito fusion act 8%, MBNL1 CUG block 5%, FLuc modulator 2%, NPC1 prom act -3%, Gal4-VP16 FLuc -2%, PKM2 activator 18% and KCNH2 3.1 block -1.
Screening O=C(COC(=O)[C@@H]1CCCN1S(=O)(=O)c1ccc(Cl)cc1)NC1CCS(=O)(=O)C1 (stereo partly specified) returned ELG1 repair inh 13%, Rab9 promoter act -3%, Mito fusion act 1%, FLuc modulator 1%, NPC1 prom act -3% and KCNH2 3.1 block 13.
For FC(F)(F)c1cc(-c2ccccc2)nc2ncnn12 the results were ELG1 repair inh 0%, Menin MLL FP TR 12%, Rab9 promoter act 0%, RORg inh 33%, Mito fusion act -2%, MBNL1 CUG block 33%[activator], FLuc modulator 3%, NPC1 prom act -2%, Gal4-VP16 FLuc -7%, PKM2 activator 3% and KCNH2 3.1 block -1.
Screening COC(=O)c1c(C(=O)OC)c(-c2cccc(F)c2)n2c1CS(=O)C2 (stereo unspecified) returned ELG1 repair inh -2%, Menin MLL FP TR -14%, Rab9 promoter act -3%, RORg inh -4%, Mito fusion act 11%, MBNL1 CUG block -13%, FLuc modulator -1%, NPC1 prom act -1%, Gal4-VP16 FLuc -4% and KCNH2 3.1 block 11.
Screening CCOC(=O)CC1COCCN1C(=O)CCc1nnc(-c2ccsc2)o1 (stereo unspecified) returned ELG1 repair inh inconclusive, Menin MLL FP TR -1%, Rab9 promoter act 3%, RORg inh 12%, Mito fusion act -12%, MBNL1 CUG block -14%, FLuc modulator -14%, NPC1 prom act 0%, Gal4-VP16 FLuc -12%, PKM2 activator -1% and KCNH2 3.1 block -2.
Screening O=C(CN1CCSCC1)N/N=C/c1ccc(F)cc1 returned ELG1 repair inh 7%, Menin MLL FP TR 10%, Rab9 promoter act -1%, RORg inh 28%, Mito fusion act -1%, MBNL1 CUG block -2%, FLuc modulator 2%, NPC1 prom act -1%, Gal4-VP16 FLuc 10%, PKM2 activator -1% and KCNH2 3.1 block 2.
For Cc1cc2c(c(=O)o1)C1O[C@](CCCCN3C(=O)c4ccccc4C3=O)(Cc3cc(C#N)ccc31)O2 the results were Menin MLL FP TR 4%[11.7 µM], Rab9 promoter act -1%[1.84 µM], RORg inh 5%[10 µM], Mito fusion act 1%[9.22 µM], MBNL1 CUG block 18%[11.5 µM], FLuc modulator 1%[11.5 µM], NPC1 prom act 0%[1.84 µM], Gal4-VP16 FLuc 1%[10 µM] and PKM2 activator -2%[11.5 µM].
For CCCn1c(N)c(C(=O)CSc2n[nH]c(-c3ccc(C)cc3)n2)c(=O)[nH]c1=O the results were ELG1 repair inh -22%, Rab9 promoter act -4%, Mito fusion act -7%, FLuc modulator 2%, NPC1 prom act -1% and KCNH2 3.1 block 7.
`CCN(Cc1cn2cccnc2n1)C1CCCCC1` gave ELG1 repair inh 9%, Menin MLL FP TR -14%, Rab9 promoter act -6%, RORg inh -2%, Mito fusion act 3%, MBNL1 CUG block 2%, FLuc modulator 0%, NPC1 prom act 2%, Gal4-VP16 FLuc -3%, PKM2 activator 4% and KCNH2 3.1 block -2.
CCCc1cc2c(cc1NC(=O)c1ccccc1F)OCO2 was read as ELG1 repair inh 13%, Menin MLL FP TR -6%, Rab9 promoter act -3%, RORg inh inconclusive, Mito fusion act 3%, MBNL1 CUG block -6%, FLuc modulator -16%, NPC1 prom act 1%, Gal4-VP16 FLuc 7%, PKM2 activator -1% and KCNH2 3.1 block 11.
CC1CCN(C(=O)c2cc(S(=O)(=O)N3CCOCC3)ccc2N2CCCC2)CC1 was read as ELG1 repair inh 12%, Rab9 promoter act 1%, Mito fusion act 3%, FLuc modulator 5%, NPC1 prom act 1% and KCNH2 3.1 block -20.
`C#CCOCCOCCOCCNc1nc(N2CCN(C(=O)Cn3cc(CCCCN)nn3)CC2)nc(N2CCN(C(=O)[C@H]([C@@H](C)CC)n3cc(CCCCN)nn3)CC2)n1` gave ELG1 repair inh 27%, Rab9 promoter act 1%, Mito fusion act -3%, FLuc modulator 4%, NPC1 prom act 0% and KCNH2 3.1 block 1.
Screening O=C(C1=NN[C@@H]2C(=O)N(c3ccccc3C(F)(F)F)C(=O)[C@H]12)C(c1ccccc1)c1ccccc1 returned ELG1 repair inh 18%, Menin MLL FP TR -10%, Rab9 promoter act 1%, RORg inh 11%, Mito fusion act -3%, MBNL1 CUG block 18%, FLuc modulator 8%, NPC1 prom act -3%, Gal4-VP16 FLuc -3%, PKM2 activator -1% and KCNH2 3.1 block 3.

Screening data (PubChem)

These rows are one share of the data (hit frequency here may not be typical).
